Screens deposited in PubChem by Southern Research Specialized Biocontainment Screening Center.
M. tuberculosis: growth inhibition of non-replicating M. tuberculosis (AID 488890); Mycobacterium tuberculosis non-replicating, growth inhibition; higher % means a stronger effect; one-dose inhibition, % at 25 µM; IC50 in µM for titrated hits; 0.39% of 320,000 active; in the data active means a potency from the dose series; inconclusive means inhibition mostly from about 82% at the one dose, without a potency; inactive means the rest, 99 in 100 with inhibition below about 76%;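 further: plate controls were DMSO cells for no effect and high antibiotic wells for full effect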
VEEV TC-83 Vero: inhibitors of VEEV TC-83 cytopathic effect, confirmation, Vero cells (AID 588727); 0.13% of 350,000 active; one-dose inhibition, % at 20 µM; IC50 in µM for titrated hits; Vero cells, VEEV TC-83 cytopathic effect inhibition; higher % means a stronger effect; in the data active means a potency from the dose series; inconclusive means inhibition mostly from about 14% at the one dose, without a potency; inactive means the rest, 99 in 100 with inhibition below about 12%; further: strong numbers were not always called active
H37Rv inhibition: M. tuberculosis growth inhibition, HTS (AID 449762). inhibition, % at 25 µM, or IC50 in µM where a hit was titrated. M. tuberculosis H37Rv growth inhibition, 7H9 media; higher % means a stronger effect. 0.59% of 330,000 active; in the data active means a potency from the dose series; inconclusive means inhibition above about 70% without an active follow-up result;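 further: bacterial growth assessed after seven days of incubation; strong numbers were not always called active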
influenza NS1A: NS1A inhibition, H1N1 influenza, cell based functional assay (AID 504329); NS1A functional cell-based assay, percent inhibition; higher % means a stronger effect; one-dose inhibition, % at 12.5 µM; IC50 in µM for titrated hits; 0.3% of 340,000 active; in the data active means a potency from the dose series; inconclusive means inhibition above about 27% without an active follow-up result; further: strong numbers were not always called active
Salmonella PhoP GFP: Inhibition of PhoP regulon, Salmonella typhi GFP reporter cells, confirmation, 4 h (AID 1850); inhibition, % at 50 µM; hits with a dose series show IC50 in µM; 0.33% of 310,000 active; Salmonella Typhi PhoP-promoter GFP reporter, fluorescence, 4 h; higher % means a stronger effect; in the data active means a potency from the dose series; inconclusive means inhibition mostly from about 25% at the one dose, without a potency; inactive means the rest, 99 in 100 with inhibition below about 19%;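 further: 0% = induced wells with vehicle and 100% = uninduced wells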
VEEV TC-83 Vero 10K pilot screen: further read-out of VEEV TC-83 Vero, marked with its call; inhibition, %; measured here: 10K pilot screen inhibition
Numbers without * were called inactive; i = inactive; ? = inconclusive; / = no result given.

SMILES	M. tuberculosis	VEEV TC-83 Vero	H37Rv inhibition	influenza NS1A	Salmonella PhoP GFP	others
Cc1cc(C)c(S(=O)(=O)N(CC(=O)N2CCOCC2)C2CCCCC2)c(C)c1	3%	i	-8%	-11%	-2%
O=C(Nc1nncs1)c1cccc(S(=O)(=O)N2CCCC2)c1	-1%	i	-5%	-3%	4%	VEEV TC-83 Vero 10K pilot screen=0.0
CCOC(=O)N1CCN(C(=O)C2CCC(CNS(=O)(=O)c3ccccc3)CC2)CC1 (stereo not given)	-3%	8.4%	-2%	-7%	-7%
NC(C(=O)O)C(c1ccccc1)C(F)F (stereo not given)	-6%	/	-3%	/	-24%
COc1cc(S(=O)(=O)N2CCCCCC2)ccc1Cl	15%	i	6%	-7%	4%
Cc1c(NC(=O)C(C)Oc2ccccc2F)c(=O)n(-c2ccccc2)n1C (stereo not given)	-5%	0.5%	13%	4%	6%
Cc1ccc(-n2c(SCC(=O)Nc3cc(C)on3)nc3c([nH]c4ccccc43)c2=O)cc1	-16%	1.0%	-8%	2%	-11%
COCCn1nnnc1SCC(=O)Nc1ccc2c(c1)OCO2	15%	0.1%	7%	-5%	-5%
Cn1c(=O)[nH]c(=O)c2c1nc(NCCN)n2CCOc1ccccc1	-16%	0.3%	-1%	12%	-4%
CCC(=O)Nc1ccc(NC(=O)CSc2nc3cc4c(cc3cc2C)CCC4)cc1	25%	0.6%	5%	1%	-2%
COc1ccc(-n2c(O)c(/C=N/NS(=O)(=O)c3cc(C)ccc3C)c3ccccc3c2=O)cc1OC	0%	1.4%	9%	16%	-5%
CCC(C)Sc1ccc([C@H]2N[C@@](C)(C(=O)OC)[C@H]3C(=O)N(CC)C(=O)[C@@H]23)cc1OC (stereo not given in full)	-5%	0.8%	9%	-2%	/

Looked up by compound from the entries so far, 4 records:
SMILES	M. tuberculosis	VEEV TC-83 Vero	H37Rv inhibition	influenza NS1A	Salmonella PhoP GFP	others
COCCn1nnnc1SCC(=O)Nc1ccc2c(c1)OCO2	15%	0.1%	7%	-5%	-5%
Cn1c(=O)[nH]c(=O)c2c1nc(NCCN)n2CCOc1ccccc1	-16%	0.3%	-1%	12%	-4%
CCC(C)Sc1ccc([C@H]2N[C@@](C)(C(=O)OC)[C@H]3C(=O)N(CC)C(=O)[C@@H]23)cc1OC (stereo not given in full)	-5%	0.8%	9%	-2%	/
Cc1c(NC(=O)C(C)Oc2ccccc2F)c(=O)n(-c2ccccc2)n1C (stereo not given)	-5%	0.5%	13%	4%	6%

(cont.)
SMILES	M. tuberculosis	VEEV TC-83 Vero	H37Rv inhibition	influenza NS1A	Salmonella PhoP GFP	others
CCOC(=O)c1cncn1[C@H](C)c1ccccc1	11%	/	-1%	/	16%
O=C(COC(=O)c1ccc([N+](=O)[O-])o1)NC1CCCCC1	76%	2.3%	?	-13%	/
CCOC(=O)c1cc2c(ccn2C)n1CC(=O)N(C)C	-5%	1.8%	6%	-8%	-11%
O=C(COC(=O)CCc1nc2ccccc2c(=O)[nH]1)Nc1ccc(Cl)cn1	18%	1.0%	2%	1%	8%
Cc1ccc(OCC(=O)OCC(=O)c2cccc([N+](=O)[O-])c2)cc1C	21%	i	6%	5%	5%
Cc1ccc(NC(=O)/C(=C\c2cccc(Br)c2)NC(=O)c2ccco2)cc1	-7%	0.2%	11%	1%	-2%
NC(=O)NNc1cccc(Cl)n1	-5%	1.2%	-6%	-10%	-4%
CCCCCCn1c(COc2ccccc2F)nnc1SCC(=O)c1c(N)n(C)c(=O)n(C)c1=O	/	/	-11%	/	-7%
OCCNCc1cc(Br)ccc1OCc1ccc(Cl)cc1Cl	/	1.0%	/	1%	/
COc1ccc(C(=O)NCCSC2CCCCC2)cc1	66%	i	14%	5%	3%
COC(=O)CSc1nnc(Cc2cc(=O)[nH]c(=O)[nH]2)n1-c1cccc(OC)c1	5%	1.2%	1%	2%	-5%
COc1ccc(NC(=O)COc2nsnc2N2CCOCC2)cc1	13%	0.7%	-5%	-11%	-1%	VEEV TC-83 Vero 10K pilot screen=1.0
COc1cc([N+](=O)[O-])cc(/C=N/NC(=O)c2cccnc2)c1O	2%	1.4%	6%	-14%	82µM*
COc1cccc(N2CCN(c3ccc4nnc(CCC(=O)Nc5cc(C)ccn5)n4n3)CC2)c1	5%	5.1%	10%	5%	16%
Cc1noc(NS(=O)(=O)c2ccc(NC(=O)C(Cl)(Cl)Cl)cc2)c1C	63%	1.7%	6%	-2%	1%
O=C(CNC(=S)N(Cc1ccc(F)cc1)C1CCCCC1)NCCN1CCOCC1	2%	0.5%	5%	3%	-26%
Cc1cc2c(cc1C)CN(c1ccccc1)C2	49%	1.6%	8%	4%	15%
Cc1cccc(-n2nnc3cnn(C)c3c2=O)c1	-6%	5.3%	-9%	-3%	-4%
Cc1cc(=O)[nH]c2c(N=Nc3ccc(O)cc3)c(N)nn12	/	2.3%	/	3%	/
O=C(COC(=O)c1ccc([N+](=O)[O-])o1)Nc1ncc(Cl)cc1Cl	43%	0.5%	35%	-16%	/
FC(F)(F)c1ccccc1-c1nc(-c2ccncc2)no1	-3%	3.3%	1%	-4%	-3%
COc1ccc(-n2c(C)cc(C(=O)COC(=O)Cc3n[nH]c(=O)c4ccccc34)c2C)cc1	35%	2.8%	5%	14%	-6%
CCc1cc(-c2n[nH]c(C)c2-c2ccccc2Cl)c(O)cc1OC	7%	3.6%	11%	-18%	-11%
CC(=O)N/C(=C\c1cccc([N+](=O)[O-])c1)C(=O)NC(C)C	-5%	0.2%	-1%	-1%	-3%	VEEV TC-83 Vero 10K pilot screen=0.0
O=C(CSc1nn(-c2ccc(Cl)cc2)c(=S)s1)NCC1CCCO1 (stereo not given)	?	1.4%	69%	-1%	3%
COc1c(O)cc2oc(-c3ccc(O)cc3)cc(=O)c2c1O	-12%	6.3%	4%	1%	-8%
O=C(c1ccc(Cl)s1)N1CCc2ccccc21	48%	0.9%	-2%	-9%	-3%
Cc1ccc2oc(-c3cccc(NC(=O)c4cc(-n5cnnc5)ccc4Cl)c3)nc2c1	5%	1.6%	10%	-3%	-18%
CCn1c(SCC(=O)NC2CCCCC2)nc2ccccc2c1=O	0%	i	-17%	-9%	-3%
Cc1ccc(NC2CC(C)NC(=S)N2)cc1 (stereo not given)	38%	i	-12%	-5%	4%
CC(C)Cn1c(O)c(/C=C2\C=NN=C2c2ccccc2)sc1=S	5%	9.0%	9%	0%	4%
Cc1cc(C(=O)O)ccc1-c1ccc(/C=N/n2cnnc2)o1	-3%	1.6%	6%	-21%	6%
CCOc1ccc(OCC)c(NC(=O)CSc2nc3cccnc3n2C)c1	25%	0.6%	8%	4%	-4%
COC(=O)[C@@]12CCCCN1[C@H](c1ccc(SC3CCCCC3)c(OC)c1)[C@@H]1C(=O)N(C)C(=O)[C@@H]12	12%	0.2%	6%	9%	-2%	VEEV TC-83 Vero 10K pilot screen=0.7
Cc1noc(NS(=O)(=O)c2ccc(NC(=O)c3ccoc3C)cc2)c1C	6%	1.4%	-2%	20%	1%
O=C1OCCC1N1C(=O)c2ccccc2S1(=O)=O (stereo not given)	-1%	i	-4%	-20%	-21%
CCOc1cccc(C(=O)Nc2cccc(C(=O)NCC(C)C)c2)c1	31%	2.9%	4%	1%	-7%
Cc1ccc(OCC(=O)N2CCN(C(=O)c3cccc(F)c3)CC2)cc1	-1%	i	-11%	6%	-5%
O=C(NC(=O)c1cccc(F)c1)OC[C@@H]1CCCN2CCCC[C@H]12	/	i	-2%	-4%	16%
COc1ccc(N2C(=O)CSC2c2cccc(F)c2)c(OC)c1 (stereo not given)	3%	5.7%	-6%	15%	-6%
CCCc1nnc(SCC(=O)N2CCOCC2)n1C	-1%	0.3%	-7%	1%	-9%
COc1cc2cc(Oc3ccc4ccc(=O)oc4c3)c(=O)oc2cc1OC1OC(COC(=O)CC(C)(O)CC(=O)O)C(O)C(O)C1O (stereo not given)	-9%	5.6%	-12%	-5%	14%
O=C(c1c(F)cccc1F)N1CCC(O)(c2ccc(F)cc2)CC1	13%	0.8%	1%	-2%	0%
CCN(C(=O)COc1ncnc2sccc12)c1ccccc1	3%	1.2%	-6%	3%	0%
CCC(=O)Nc1c(C#N)c2nc3ccccc3nc2n1-c1ccccc1C	8%	6.9%	4%	0%	-9%
O=C(NCCN1C(=O)C2C3C=CC(C3)C2C1=O)Nc1ccc(Br)cc1 (stereo not given)	1%	0.6%	-5%	-11%	-6%
CCn1c(SCC(N)=O)nc2c1c(=O)n(C)c(=O)n2C	-9%	1.3%	-7%	23%	-6%	VEEV TC-83 Vero 10K pilot screen=0.0
COc1cc(C(C(=O)NC2CCCCC2)N(CCN2CCOCC2)C(=O)C2COc3ccccc3O2)cc(OC)c1OC (stereo not given)	-2%	0.6%	1%	-4%	4%
O=C(Cn1c(=O)oc2cc(S(=O)(=O)N3CCc4ccccc43)ccc21)N1CCCCC1	/	i	5%	-8%	8%
CCC1S/C(=N/N=C/c2ccco2)NC1=O (stereo not given)	12%	i	5%	18%	-24%
Cc1ccc(Nc2nnc(SCC(=O)NCC3CCCO3)s2)cc1C (stereo not given)	65%	5.1%	2%	1%	/
Cc1nc(NC(=O)c2cc3ccccc3o2)sc1C	35%	5.8%	6%	0%	1%
Cc1ccc(-c2cn3c(n2)SCC3)cc1	-24%	0.5%	-5%	11%	0%
CC(=O)NCCC(=O)Nc1cc(S(=O)(=O)N2CCCCC2)ccc1Oc1cccc(C)c1	3%	2.2%	-3%	-4%	2%
COC(=O)c1cc(NCc2cccs2)ccc1N1CCOCC1	-3%	i	-9%	2%	-6%
[O-]C(=C(C(=S)Nc1cccc2ccccc12)[n+]1cccc(CO)c1)c1ccc(Cl)s1	/	1.9%	/	9%	/
CC(=O)NCCC1CCCCN1C(=O)c1cc(COc2cc(C)ccc2C)on1 (stereo not given)	10%	0.8%	8%	6%	-4%
Cc1nc(N)ncc1Sc1ccc(Cl)cc1	-9%	2.0%	54%	-10%	6%	VEEV TC-83 Vero 10K pilot screen=3.4
CNS(=O)(=O)c1cccc(C(=O)OCC(=O)NCc2ccccc2)c1	2%	1.6%	12%	4%	3%
CCN(CCNC(=O)CS(=O)(=O)Cc1nc(-c2cccc(OC)c2)oc1C)c1ccccc1	25%	i	-1%	8%	-15%

The list goes on, overlapping the part above by 2 compounds.
SMILES	M. tuberculosis	VEEV TC-83 Vero	H37Rv inhibition	influenza NS1A	Salmonella PhoP GFP	others
CNS(=O)(=O)c1cccc(C(=O)OCC(=O)NCc2ccccc2)c1	2%	1.6%	12%	4%	3%
CCN(CCNC(=O)CS(=O)(=O)Cc1nc(-c2cccc(OC)c2)oc1C)c1ccccc1	25%	i	-1%	8%	-15%
COCCNc1nc(-c2cc(C)n(CCc3ccc(OC)cc3)c2C)cs1	9%	i	6%	27%	8%
COc1ccc(OCCCC(=O)Nc2nnc(C3CCCO3)s2)cc1 (stereo not given)	33%	0.7%	0%	-1%	8%	VEEV TC-83 Vero 10K pilot screen=1.0
O=C(O)CNS(=O)(=O)c1cccc(Cl)c1	-7%	i	-3%	13%	4%
O=C(NCCc1c[nH]c2ccccc12)Nc1cccc2ccccc12	3%	0.9%	-1%	4%	9%
CC1=C(C(=O)OC2CCCC(C)C2)C(c2ccccc2)NC(=O)N1 (stereo not given)	7%	0.7%	27%	-1%	-1%
C=CCN(N=Nc1cccc([N+](=O)[O-])c1)c1cccc([N+](=O)[O-])c1	16%	0.4%	10%	8%	-12%
CCC(C#N)(CC)P(=S)(c1ccccc1)c1ccccc1	53%	1.4%	11%	-6%	-1%
O=C(NCCCn1ccnc1)c1nn2c(C(F)(F)F)cc(-c3ccc(Br)cc3)nc2c1Cl	?	7.6%	?	21%	-6%
Cc1ccc(NC2CNC(=O)NC2=O)cc1C (stereo not given)	/	i	/	1%	/
CCCc1cc(=O)oc2cc(C)cc(OCC(=O)NCc3ccncc3)c12	12%	2.2%	0%	-5%	5%
COc1ccc2c(c1)OC13CCCCC1C2C(C(=O)c1ccccc1)C(=O)N3 (stereo not given)	/	0.8%	8%	-36%	-1%
Cc1ccc(/C=N/NC(=O)CN2CCN(S(=O)(=O)c3ccc(Br)cc3)CC2)s1	6%	10%	-1%	-15%	-6%
Cc1c(NC(=O)COc2cccc(Cl)c2Cl)c(=O)n(-c2ccccc2)n1C	-1%	1.7%	2%	-12%	-7%
Cc1cc(-c2ccc(C)c(S(=O)(=O)NC(C)Cc3ccco3)c2)on1 (stereo not given)	29%	4.2%	14%	1%	8%
O=C(Cc1cccc(NC(=O)C2CCCN(C(=O)c3ccccc3)C2)c1)Nc1cccc(C(=O)N2CCOCC2)c1 (stereo not given)	/	0.4%	/	-19%	/
